PGC1a acetyl inh – modulators of PGC1a acetylation | 350,000 compounds, 0.17% hits | inhibition, % at 15.6 µM | U2OS PGC1a acetylation, AlphaScreen anti-acetyl-lysine; with virally co-expressed GCN5 acetyltransferase;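 active = every replicate shows inhibition of at least 40%; inconclusive = mean inhibition at least 40% but some replicate below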;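 also: 0% = neutral control wells and 100% = positive control wells; some results beyond the cut were filed as inactive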
FN deposit inh – fibronectin deposition inhibition; AH1F fibroblasts, Alexa488-fibronectin deposition fluorescence, overnight; 350,000 compounds, 0.086% hits; inhibition, % at 12.6 µM; AID 743247;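 active = mean inhibition across replicates of 30% or more, regardless of how many single replicates reach that level; inconclusive = mean under 30% yet at least half of replicates reach 30%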;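 also: positive control wells lacked labelled fibronectin entirely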
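material = AH1F fibroblast monolayer depositing Alexa488-labelled fibronectin into matrix | amount = 10000 AH1F cells/well | buffer or medium = DMEM plus 2% serum, read in PBS | incubation = 1 h cell adhesion before compound, then overnight fibronectin incubation | detection = fluorescence at 485 nm excitation, 525 nm emission | evaluation = percent inhibition as loss of matrix-bound fibronectin fluorescence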
Cneo AK release – causes C. neoformans cell lysis; adenylate kinase release luminescence, 4 h; normalised: neutral wells 0, clomiphene wells 100; lysis activity, % at 15 µM; 360,000 compounds, 0.2% hits;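 active = mean lysis activity across replicates of at least 80%, whatever share of replicates individually reach that level; inactive = mean lysis activity below 80%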
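read-out = cell lysis signal | test system = log-phase Cryptococcus neoformans yeast cells | input = cells at 5 × 10^6 per mL | medium = fresh YPD growth medium | signal = luminescent adenylate kinase detection reagent | timing = 4 h at 37 °C static, read 1 h later | dosing = single dose | controls = Clomiphene as positive lysis control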
LGR2 inh – inhibitors of bursicon-induced Drosophila LGR2 receptor cAMP signaling; HEK293 LGR2, CRE-luciferase, bursicon-stimulated, 4 h; inhibition, % at 9.99 µM; 380,000 compounds, 0.35% hits;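 active = drop in luminescence signal, shown as inhibition above about 50% in the replicate tests, limit read from the data, passing the limit was not always enough; inconclusive = probably only some replicates passing the limit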;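 also: agonist challenge used bursicon conditioned medium at about half maximal strength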
EWS-Fli inh – EWS/Fli transcriptional activity inhibition; A673 NR0B1-luciferase reporter, viability-normalised; inhibition, % at 12.6 µM; 350,000 compounds, 0.67% hits;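 active = mean inhibition of at least 50% after viability correction, with every replicate also passing that limit; inconclusive = mean reaches 50% but only one of two replicates passes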;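 also: firefly luciferase signal divided by Alamar Blue viability fluorescence both relative to DMSO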
CASP6 VEID inh – caspase-6 (human) enzyme inhibition; purified caspase-6, Z-VEID-R110 cleavage fluorescence; inhibition, % at 12.5 µM; 350,000 compounds, 0.53% hits; AID 686996;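 active = mean inhibition across replicates at least about 35%, with every replicate also reaching that limit, limit read from the data; inconclusive = only one of the two criteria met; inactive = neither criterion met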;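 also: 0% = median of neutral control wells and 100% = no fluorescence left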
Target sequence (P55212 24-179 limits assumed): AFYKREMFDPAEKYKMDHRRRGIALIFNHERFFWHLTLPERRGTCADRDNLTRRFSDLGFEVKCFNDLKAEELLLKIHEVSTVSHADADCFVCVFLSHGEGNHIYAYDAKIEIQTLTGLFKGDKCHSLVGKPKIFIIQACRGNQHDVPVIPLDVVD
Target sequence (P55212 194-293 limits assumed): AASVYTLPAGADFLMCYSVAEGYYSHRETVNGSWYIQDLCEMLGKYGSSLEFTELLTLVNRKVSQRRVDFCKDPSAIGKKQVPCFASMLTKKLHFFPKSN
PAX8 reporter – inhibitors of PAX8 transcriptional activity in RMG-I cells | RMG-I TPO-luciferase reporter, SteadyGlo, 24 h | 360,000 compounds, 1.2% hits | inhibition, % at 12.6 µM | AID 652154;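 active = mean replicate inhibition at least 60% with every replicate also reaching 60%; inconclusive = only one of the two criteria is met; inactive = mean below 60% and not all replicates reaching 60%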;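 also: luciferase light reporting Pax8 driven TPO promoter activity; plate controls were median of neutral control wells for no effect and mitoxantrone controls for full effect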
miR-122 sensor – miR-122 inhibition in Huh7 cells | activation (reporter increase), % at 12.5 µM | 340,000 compounds, 0.3% hits | AID 602342 | Huh7 miR-122 Renilla luciferase sensor, 48 h; neutral wells = 0, positive control = 100;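 active = mean replicate activation score at least 90 and every replicate individually at or above 90; inconclusive = only one of the two criteria met; inactive = neither criterion met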;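 also: higher luciferase means less miR-122 activity so hits act as miR-122 inhibitors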
Active calls of the source: *; ? = inconclusive; · = no result given; [ ] = dose if it differs, or a comment.

Structure,PGC1a acetyl inh,FN deposit inh,Cneo AK release,LGR2 inh,EWS-Fli inh,CASP6 VEID inh,PAX8 reporter,miR-122 sensor
CC(/C=N/NC(=O)c1nnn(-c2nonc2N)c1C(C)C)=C\c1ccccc1,9,-2,-5,11,-59,1,-46,-9
Cc1ccc(CC(=O)N2CC(C)OC(C)C2)cc1 (centres undefined),-3,5,0,-16,·,4,3,-5
O=C(OCc1cncs1)c1ccccc1,4,4,1,19,-4,1,0,·
CN(C)S(=O)(=O)c1ccc(NC(=S)NC(=O)c2ccc(Br)o2)cc1,·,3,·,-1,10,1,0,·
C[C@H]1CCCCO[C@H](CN(C)S(C)(=O)=O)[C@@H](C)CN([C@@H](C)CO)C(=O)c2cc(NS(C)(=O)=O)ccc2O1,6,·,1,27,-16,·,-13,-5[16.7 µM]
CCN1C(=O)C(=O)N(CC(=O)N2CCC(C)Sc3ccccc32)C1=O (centres undefined),15,7,0,-4,-7,-1,-2,0
COc1cccc(-c2ccc([C@@H]3[C@H]4CN(C(=O)c5ccc(F)cc5)CCCCN4[C@H]3CO)cc2)c1,-22,·,1,2,17,-1,4,5[16.7 µM]
Cc1nc(SCC(=O)Nc2c(C)n(C)n(-c3ccccc3)c2=O)[nH]c(=O)c1Cc1ccccc1,-1,·,-3,1,3,-2,·,·
CCN=C1NC(c2ccccc2)C(C(=O)OC)=C(C)N1Cc1ccc(C(F)(F)F)cc1 (centres undefined),·,12,·,-15,9,2,7,·
COc1ccc(C2CC(=O)C(c3ccc(Cl)cc3)=CN2Cc2ccccc2)cc1 (centres undefined),·,-16,·,8,1,-3,11,·

Two successive compounds already listed, for reference:
Structure,PGC1a acetyl inh,FN deposit inh,Cneo AK release,LGR2 inh,EWS-Fli inh,CASP6 VEID inh,PAX8 reporter,miR-122 sensor
CC(/C=N/NC(=O)c1nnn(-c2nonc2N)c1C(C)C)=C\c1ccccc1,9,-2,-5,11,-59,1,-46,-9
Cc1ccc(CC(=O)N2CC(C)OC(C)C2)cc1 (centres undefined),-3,5,0,-16,·,4,3,-5

(next part)
Structure,PGC1a acetyl inh,FN deposit inh,Cneo AK release,LGR2 inh,EWS-Fli inh,CASP6 VEID inh,PAX8 reporter,miR-122 sensor
C[C@@H]1CN([C@H](C)CO)C(=O)c2cccc(NS(=O)(=O)c3ccc(F)cc3)c2O[C@H]1CN(C)S(=O)(=O)c1ccc(F)cc1,7,·,2,-10,-4,-3,-42,2[16.7 µM]
COc1cc(/C=C(/NC(=O)c2ccc(Cl)cc2Cl)C(=O)O)cc(OC)c1OC,3,-1,0,7,11,-3,22,4
c1ccc(CCc2nn3c(Cn4nnc5ccccc54)nnc3s2)cc1,4,2,-1,·,·,·,-2,12
COCCCNC(=O)CCn1c(=O)c2ccccc2n(Cc2cccc([N+](=O)[O-])c2)c1=O,-1,5,-4,5,-7,1,4,-3
CCC(=O)Nc1ccc2c(c1)OC[C@H](C)NC[C@@H](C)[C@@H](OC)CN(C)C2=O,·,5,3,-32,4,-13,-5,1[16.7 µM]
COc1ccc2sc(N(CCCN(C)C)C(=O)c3ccc(S(=O)(=O)N(C)Cc4ccccc4)cc3)nc2c1,0,6,0,-1,6,-10,-1,-8
NS(=O)(=O)c1ccc(CNC(=O)CCSCCC(=O)NCc2ccc(S(N)(=O)=O)cc2)cc1,14,-3,·,-11,-8,3,8,·
CC(C)CN1CCN(Cc2nc3ccccc3s2)CC1CCO (centres undefined),·,-2,·,-1,2,0,9,·
NC(c1csc(NC(=O)Nc2ccccc2Cl)n1)C1CCCCC1 (centres undefined),-10,-11,1,-4,4,2,-11,·
O=C(N/C(=C/c1ccc(Br)cc1)C(=O)N1CCCCC1)c1ccccc1F,·,·,2,-11,·,-1,3,17
COc1ccc(NC(=O)N[C@H]2C=C[C@@H](CC(=O)NC3CCCCC3)O[C@@H]2CO)cc1,-13,-9,1,26,-2,1,7,·
CC(C)NC(=O)N[C@H]1CC[C@H](CC(=O)NC2Cc3ccccc3C2)O[C@@H]1CO,-10,-7,-4,-1,-10,-3,-36,-4[16.7 µM]
CN(C)CC(=O)N[C@@H]1C[C@@H]2O[C@H](CO)CC[C@@H]2O[C@@H]1CCc1ccc(C#Cc2ccccc2)cc1,-4,·,·,·,9,-3,-9,·
COc1ccc(OC)c(-c2nnc(SCC(=O)N3CCCC3)o2)c1,-1,4,0,-5,-4,-2,0,-2
Cc1cccc2cc(COC(=O)c3ccco3)c(=O)[nH]c12,3,-11,2,·,·,·,-18,-2
COc1ccc(CN2C[C@@H](O)COC[C@H]3O[C@H](CC(=O)N(C)C)CC[C@@H]32)cc1,0,-3,-3,-3,1,0,-12,2[16.7 µM]
CC1CCN(C(=O)C2COc3ccccc3O2)CC1 (centres undefined),4,0,1,11,-15,-4,-27,·
CCOC(=O)C1=C(C)N(Cc2ccccc2)C(=O)NC1c1ccccc1OS(=O)(=O)c1ccccc1[N+](=O)[O-] (centres undefined),-16,1,0,6,32,1,41,-8
CC1CCN(C(=O)c2ccc3c(=O)n4c(nc3c2)CCCCC4)CC1,-13,-5,25,-6,1,2,-23,17
CCC(=O)N1C[C@@H](C)[C@@H](OC)CN(C)C(=O)c2cc(NC(=O)C3CC3)ccc2OC[C@H]1C,4,-2,1,4,0,3,·,2[16.7 µM]
O=C(NC(c1ccc(Cl)cc1)c1cnccn1)C1CCN(Cc2cccc(C(F)(F)F)c2)CC1 (centres undefined),-3,-12,2,-6,4,-1,12,-8
COC(=O)c1ccc(NC(=O)CN2C(=O)NC3(CCC(C)CC3)C2=O)cc1 (centres undefined),-6,0,0,4,1,0,2,-8
COc1ccc(OCCNC(=O)/C=C/c2ccccc2)cc1,·,5,·,5,8,5,1,·
CCCC(O)C#Cc1cnc2c(c1)C(=O)N([C@H](C)CO)C[C@H](C)[C@H](CN(C)Cc1cccc(C)c1)O2 (some centres undefined),-1,-10,5,-9,2,-2,·,6[16.7 µM]
O=C(c1cc(-c2ccncc2)nc2c(Cl)cccc12)N1CCN(c2ccccc2F)CC1,·,4,-3,9,?,2,56,18
COc1ccc(Cc2c(-c3cccc(Br)c3)nc3c(C)cc(Br)cn23)c(C)c1,-6,-12,0,-13,2,-4,21,4
CC[C@@]1(C(=O)OC)N[C@H](CN(C)C(=O)Nc2ccc(F)cc2)[C@@H]2C(=O)N(Cc3ccccc3)C(=O)[C@@H]21,·,-3,3,-19,-5,6,-5,·
O=C(c1ccccn1)N1C[C@H]2[C@@H](c3ccccc31)[C@H](CO)N2C(=O)CC1CC1,-1,·,39,-2,1,1,-13,42[16.7 µM]
CCN(CC(=O)Nc1c(F)cccc1F)C(=O)CSCc1ccc(C)cc1,-3,-4,0,0,-2,-5,-21,3
CC1CCN(C(=O)CN(Cc2ccc(F)cc2)S(C)(=O)=O)CC1,·,0,0,-2,7,1,12,-4
CSCCC(NC(=O)CCNC(=O)c1ccccc1Cl)c1nc2ccccc2[nH]1 (centres undefined),0,2,1,16,-2,0,4,·
Cc1ccc(NC(=O)c2sc3nc(N4CCOCC4)c4c(c3c2N)CC(C)(C)OC4)cc1,·,-10,-1,1,·,1,-64,·
CN(C)C(=O)[C@H]1[C@H](CO)[C@H]2Cn3c(ccc(C4=CCCCC4)c3=O)[C@@H]1N2Cc1ccncc1,·,·,-1,2,-2,-3,·,·
O=C(Nc1ncc2c(n1)CC(c1ccco1)CC2=O)c1ccco1 (centres undefined),-4,5,1,·,-7,21,-13,2
Cn1nc(C(=O)OCc2ccc(Br)cc2F)c2ccccc2c1=O,·,0,·,17,20,2,-20,·
Cc1cnc(CN(C)C(=O)CC2C(=O)NCCN2CCCc2ccccc2)[nH]1 (centres undefined),·,0,0,-2,3,-6,4,-4
CC(C)c1ccccc1OCCNC(=O)c1cncc(Br)c1,5,1,1,21,3,11,5,3
CCCC(=O)N1CC2(C1)CN(C(=O)CC)[C@@H](CO)c1c2c2ccc(OC)cc2n1C,2,·,·,1,-12,0,6,·
NC(=O)c1ccc(NC(=O)COC(=O)c2ccc3ccccc3n2)cc1,-5,3,-1,-22,6,-6,15,-3
CCCCN(CCO)c1ncnc2sc(-c3ccccc3)cc12,·,21,-1,-17,10,-4,1,·
O=C1CC2(CCCC2)CC(=O)N1CCCCN1CCN(c2ncccn2)CC1,4,-6,0,·,3,-3,-2,-1
N#Cc1cnc(Oc2ccc(Cl)cc2)nc1N,·,8,-3,10,-23,1,-33,5
Cc1nc2c3cc(F)ccc3n(Cc3ccccc3)c2s1,-17,·,-1,-7,?,2,21,52
COCc1nc2ccccc2n1CCOc1ccccc1OC,-16,1,-3,·,·,·,-1,-1
O=C1CNC(=S)N1Cc1cccc(Cl)c1,5,1,0,2,-12,·,5,2
CC(C)CN1CC(COCc2ccccc2)Oc2ccccc2S1(=O)=O (centres undefined),-27,3,-1,9,-4,-4,-16,3
CC(C)c1nnc(NC(=O)CCC(=O)N2CCN(c3ccc(Cl)cc3)CC2)s1,7,-8,-3,-8,-9,·,20,-2
C[C@H]1CCCCO[C@@H](CN(C)S(=O)(=O)c2cn(C)cn2)[C@@H](C)CN([C@@H](C)CO)C(=O)c2cc(NC(=O)Nc3ccc(F)cc3)ccc2O1,3,-11,55,4,0,-4,-12,-9[16.7 µM]
COc1ccc(C(C(=O)NC2CCCC2)n2c(-c3cccs3)nc3ccccc32)cc1 (centres undefined),·,4,·,-3,-9,-1,-4,·
COc1ccc(N(C(=O)Cc2cccs2)C(C(=O)NC2CCCC2)c2ccncc2)cc1OC (centres undefined),14,2,-4,3,-4,2,-24,2
Cc1ccc(C(=O)C(C)OC(=O)c2nc(Cl)ccc2Cl)cc1 (centres undefined),-1,-6,1,20,·,-4,9,0
Cc1ccccc1-c1nn(-c2ccc(F)cc2F)cc1CNCCN(C)C,5,-13,2,0,8,-23,23,·
